HMGR II inh: inhibitors of E. faecalis class II HMGR, primary screen, biochemical, Enterococcus faecalis | inhibition, % at 10 µM | HMG-CoA reductase (Enterococcus faecalis, mvaE) | AID 1066, 2008 | actives 0.41% (n = 190,000) | purified E. faecalis HMGR, NADPH absorbance 340 nm kinetic;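 active means inhibition above a set limit, the median over all tested compounds plus 3 SD, cut at about 9.5% in these data; inconclusive means no clear call, values can overlap the other calls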;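 further: enzyme runs in reverse so mevalonate oxidation gives rising NADPH absorbance; 0% = complete reaction with DMSO and 100% = background rate lacking mevalonate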
PPARg SRC-1 ag: PPARgamma agonists recruiting SRC-1 coactivator, primary screen, biochemical | Peroxisome proliferator-activated receptor gamma (Homo sapiens), P37231 | PPARgamma-SRC-1 coactivator recruitment biochemical assay | activation, % at 8 µM | actives 0.41% (n = 200,000); in the data active means activation above about 19%;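 further: 0% = DMSO and 100% = reference agonist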
Target sequence (P37231 whole entry, looked up): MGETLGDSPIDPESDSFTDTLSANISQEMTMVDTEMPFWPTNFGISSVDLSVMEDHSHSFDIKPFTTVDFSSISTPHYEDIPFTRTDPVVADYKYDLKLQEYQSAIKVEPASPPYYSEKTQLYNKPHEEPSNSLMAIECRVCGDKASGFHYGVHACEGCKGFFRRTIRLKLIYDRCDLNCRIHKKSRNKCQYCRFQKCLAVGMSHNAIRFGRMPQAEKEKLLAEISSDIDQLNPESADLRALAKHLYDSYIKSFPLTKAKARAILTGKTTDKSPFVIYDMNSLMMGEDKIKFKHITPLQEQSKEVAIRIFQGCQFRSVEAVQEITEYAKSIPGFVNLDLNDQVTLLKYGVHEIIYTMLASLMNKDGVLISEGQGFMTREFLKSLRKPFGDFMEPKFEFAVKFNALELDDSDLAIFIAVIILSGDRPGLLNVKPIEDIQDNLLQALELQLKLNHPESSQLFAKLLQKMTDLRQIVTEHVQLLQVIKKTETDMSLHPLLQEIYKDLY
bIAP act: bovine intestinal alkaline phosphatase activators, primary screen, biochemical, bovine IAP, CDP-star luminescence; alkaline phosphatase, intestinal [Bos taurus]; purified bovine IAP, 30 min; hits give high values; fold of DMSO-control signal, blank-subtracted; activation factor at 20 µM; actives 0.17% (n = 200,000);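 active means activation factor of 2 or more at 20 µM, a signal rise over negative controls twice the positive control's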
SRC2 TRFRET art: TR-FRET signal artefacts, primary screen, artefact control for PPARgamma SRC-2 agonist project, biochemical; TR-FRET artefact counter-screen; hits give high values; TR-FRET ratio at 8 µM; actives 0.4% (n = 200,000); AID 1049, 2008; in the data active means TR-FRET ratio above about 2000; further: inactives centre near 1500
TNAP inh noacc: human TNAP enzyme inhibitors, primary screen, biochemical, luminescent, no phosphate acceptor, uHTS. actives 0.26% (n = 200,000). purified TNAP, CDP-star luminescence, 30 min. inhibition, % at 20 µM. Alkaline phosphatase, tissue-nonspecific isozyme (Homo sapiens), P05186;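 active means tissue-nonspecific alkaline phosphatase inhibition above about 50% at 20 µM in the single-dose screen, limit read from the data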;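 further: 0% = DMSO negative control and 100% = EDTA positive control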
Target sequence (P05186 whole entry, looked up): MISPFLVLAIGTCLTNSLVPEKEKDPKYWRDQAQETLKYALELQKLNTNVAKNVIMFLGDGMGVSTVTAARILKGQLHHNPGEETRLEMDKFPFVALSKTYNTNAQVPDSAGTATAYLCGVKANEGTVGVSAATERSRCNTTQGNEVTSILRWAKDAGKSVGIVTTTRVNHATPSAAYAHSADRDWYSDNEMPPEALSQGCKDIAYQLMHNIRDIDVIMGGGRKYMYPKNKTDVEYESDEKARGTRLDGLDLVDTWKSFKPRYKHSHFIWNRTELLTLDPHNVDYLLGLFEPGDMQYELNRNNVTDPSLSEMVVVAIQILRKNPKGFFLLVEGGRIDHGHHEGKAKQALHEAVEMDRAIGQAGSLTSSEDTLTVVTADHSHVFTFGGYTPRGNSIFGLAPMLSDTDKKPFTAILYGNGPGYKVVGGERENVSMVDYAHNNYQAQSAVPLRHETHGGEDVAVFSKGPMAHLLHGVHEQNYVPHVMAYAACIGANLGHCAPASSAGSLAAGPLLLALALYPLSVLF
PPARg SRC3 recr: PPARgamma agonists recruiting SRC-3 coactivator, primary screen, biochemical; Peroxisome proliferator-activated receptor gamma (Homo sapiens), P37231; biochemical PPARgamma/SRC-3 coactivator recruitment assay; activation, % at 8 µM; actives 0.26% (n = 200,000); in the data active means activation above about 23%;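 further: 0% = DMSO and 100% = reference agonist; some compounds past the cut are filed as inactive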
PPARg SRC2 recr: agonists of PPARg-SRC-2 recruitment, primary screen, biochemical, HTS. PPARgamma LBD-SRC-2 recruitment. activation, % at 8 µM. actives 0.34% (n = 200,000); in the data active means activation above about 22%;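 further: 0% = vehicle and 100% = reference agonist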
TNAP act hiacc: TNAP activators at high phosphate acceptor level, primary screen, biochemical, luminescence, uHTS; Alkaline phosphatase, tissue-nonspecific isozyme (Homo sapiens), P05186; purified TNAP, CDP-star luminescence, 1 M DEA, 30 min; hits give high values; 0 = EDTA background, 1 = DMSO-only activity; activation factor at 20 µM; 200,000 tested, under 10 active; AID 1136, 2008;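 active means activation factor at least 2 at 20 µM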
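Control set: EDTA negative control, DMSO positive control / Assay system: human TNAP / Quantity: TNAP 1/800 final / Evaluation: TNAP activation factor scaled between EDTA and DMSO control wells / Measured by: luminescent substrate turnover signal / Compound dosing: one dose, 20 µM / Times: 30 min enzyme reaction at room temperature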
bIAP inhibitor: bovine intestinal alkaline phosphatase inhibitors, primary screen, selectivity assay for TNAP inhibitor project, biochemical, bovine IAP, CDP-star luminescence; purified bovine IAP, 30 min; inhibition, % at 20 µM; 190,000 tested, under 10 active; AID 1019, 2008;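 active means over 50% inhibition of intestinal alkaline phosphatase at 20 µM in the single-dose screen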
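test system = bovine IAP enzyme | medium = DEA buffer 100 mM, pH 9.8, with MgCl2 1.0 mM, ZnCl2 0.02 mM | detection = luminescence | dosing = single compound dose of 20 µM, 2% DMSO final | incubation = 30 min reaction at room temperature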
TNAP inh hiacc: human TNAP enzyme inhibitors, primary screen, biochemical, luminescent, high phosphate acceptor level, uHTS; Alkaline phosphatase, tissue-nonspecific isozyme (Homo sapiens), P05186; actives 0.03% (n = 200,000); inhibition, % at 20 µM; purified TNAP, CDP-star luminescence, 1 M DEA;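 active means over 50% inhibition of tissue-nonspecific alkaline phosphatase at 20 µM in the single-dose screen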;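 further: plate controls were DMSO wells for no effect and EDTA-quenched wells as full inhibition for full effect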
Starred values were filed as active, the others as inactive; ? = inconclusive; . = not tested or not shown.

SMILES | HMGR II inh | PPARg SRC-1 ag | bIAP act | SRC2 TRFRET art | TNAP inh noacc | PPARg SRC3 recr | PPARg SRC2 recr | TNAP act hiacc | bIAP inhibitor | TNAP inh hiacc
COc1ccc(NC(=O)CC2C(=O)N(c3ccccc3)C(=O)N2Cc2ccco2)cc1 (stereo not given) | -4 | 2 | 1.1 | 1596 | -20 | -2 | 1 | 1.1 | -5 | -6
O=C(OCc1c(Cl)cccc1Cl)c1cccnc1Cl | -2 | -3 | 0.9 | 1327 | -4 | -7 | 1 | 1 | 6 | -2
COCCN(C(=O)CSc1nnc2cc(C)c3ccccc3n12)c1c(N)n(Cc2ccccc2)c(=O)[nH]c1=O | 0 | 9 | 1.1 | 1747 | -18 | -1 | 12 | 1 | -9 | -3
CN(C)C(=O)C(=O)c1c(-c2ccccc2)cc2ccccn12 | 0 | 2 | 0.9 | 1557 | -8 | 6 | -2 | 1 | 6 | 1
COC(=O)c1ccc(OCC(O)Cn2nnc3ccccc32)cc1 (stereo not given) | -1 | 6 | 0.9 | 1434 | -11 | 2 | 3 | 1.1 | 8 | -5
CCC(O)C1CCN(Cc2cn(-c3ccc(OC)cc3)nc2-c2cccc(F)c2)CC1 (stereo not given) | -2 | 2 | 1 | 1669 | -6 | 3 | 6 | 1 | 0 | -5
COc1ccc(C/C(C)=N/NC(=O)C2COc3ccccc3O2)cc1 (stereo not given) | -2 | 6 | 1 | 1686 | -7 | 7 | 10 | 1 | 2 | -4
COc1ccc(/C=C2\SC(=O)N(CCn3cnnn3)C2=O)cc1 | -1 | -4 | 1 | 1197 | -18 | 1 | 2 | 1 | -3 | -3
CN(CC(=O)N1CCN(c2cccc(Cl)c2)CC1)S(=O)(=O)c1cnc[nH]1 | -8 | 1 | 1 | 1553 | -3 | -2 | 7 | 1 | 4 | -1
O=C(Nc1ccc2cn[nH]c2c1)c1ccccc1F | 3 | -5 | 1.1 | 1486 | 4 | 0 | 2 | 1 | -7 | 0
Cc1ccc(S(=O)(=O)N2CCN(S(=O)(=O)c3ccc(C)cc3)C2)cc1 | 4 | 0 | 0.9 | 1511 | -7 | -5 | 7 | 1 | 14 | -1
O=C(c1cccc(S(=O)(=O)Nc2cccc(C(F)(F)F)c2)c1)N1CCCCC1 | -5 | -5 | 1.1 | 1397 | -21 | 4 | 1 | 1 | -7 | -2
CCCCC(NS(=O)(=O)c1ccc(C)cc1)C(=O)Oc1ccc2c3c(c(=O)oc2c1)CCC3 (stereo not given) | -8 | -10 | 0.8 | 1437 | -11 | -3 | 1 | 1 | 18 | -1
COc1ccc(C)cc1S(=O)(=O)Nc1cccc(Cl)c1 | -4 | 1 | 1 | 1769 | -12 | -3 | 2 | 1 | 0 | -1
CCOc1ccc(CN(C(=O)c2oc3ccccc3c2C)C2CCS(=O)(=O)C2)cc1 (stereo not given) | -5 | 1 | 1 | 1464 | -7 | 1 | 0 | 1 | 1 | -4
Cc1cccc2c(C(=O)N3CCN(C(=O)c4ccco4)CC3)cc(-c3cccc(Br)c3)nc12 | ? | -2 | 1.1 | 1425 | 1 | -4 | 4 | 1 | -12 | -2
O=C(Cn1cc2c(n1)CCCC2)NCCCN1CCN(c2ccccc2F)CC1 | -3 | 4 | 1.1 | 1531 | -10 | -1 | 8 | 1.1 | -8 | -6
O=C(c1cn(-c2ccccc2)nc1-c1ccc(F)cc1)N1CCCCC1 | 7 | 2 | 1 | 1556 | -10 | 2 | 8 | 1 | 5 | -5
COc1ccc(Br)cc1C(=O)Nc1cccc(C)c1 | -2 | 12 | 0.8 | 1648 | -13 | 12 | 13 | 1.1 | 16 | -6
CC(=O)N1CCN(Cc2nc3cc(NC(=O)C4CCCCC4)ccc3n2C)CC1 | -5 | -6 | 1 | 1575 | -14 | 7 | 9 | 1 | 0 | -2

Copied from the list:
`O=C(Cn1cc2c(n1)CCCC2)NCCCN1CCN(c2ccccc2F)CC1` @ bIAP inhibitor: -8
`COc1ccc(C/C(C)=N/NC(=O)C2COc3ccccc3O2)cc1` (stereo not given) @ TNAP act hiacc: 1
`COCCN(C(=O)CSc1nnc2cc(C)c3ccccc3n12)c1c(N)n(Cc2ccccc2)c(=O)[nH]c1=O` @ TNAP inh noacc: -18
`CN(CC(=O)N1CCN(c2cccc(Cl)c2)CC1)S(=O)(=O)c1cnc[nH]1` @ bIAP inhibitor: 4
`CN(C)C(=O)C(=O)c1c(-c2ccccc2)cc2ccccn12` @ bIAP act: 0.9
`Cc1cccc2c(C(=O)N3CCN(C(=O)c4ccco4)CC3)cc(-c3cccc(Br)c3)nc12` @ bIAP act: 1.1
`COc1ccc(C)cc1S(=O)(=O)Nc1cccc(Cl)c1` @ SRC2 TRFRET art: 1769

Other compounds
SMILES | HMGR II inh | PPARg SRC-1 ag | bIAP act | SRC2 TRFRET art | TNAP inh noacc | PPARg SRC3 recr | PPARg SRC2 recr | TNAP act hiacc | bIAP inhibitor | TNAP inh hiacc
C/C(=C\c1ccccc1)CN1CCC(C(=O)N2CCC(C)CC2)CC1 | -4 | -2 | 0.9 | 1651 | -9 | 3 | 6 | 1 | 11 | -4
CCn1c(-c2nn(-c3ccc(C)cc3)ccc2=O)n[nH]c1=S | 0 | 0 | 0.5 | 1346 | 41 | -4 | 0 | 1 | . | 2
COc1ccc(/C=N/n2cnnc2SCCO)cc1OC | -7 | -1 | 0.9 | 1554 | -8 | 0 | 12 | 1 | 6 | 0
CCOC(=O)c1ccc(CNC(=O)Cn2nnc(-c3ccc(C)cc3)n2)o1 | -6 | -1 | 0.9 | 1419 | -2 | 7 | 11 | 1.1 | 10 | -8
N/C(=C/C(=O)c1ccccc1O)C(F)(F)F | -10 | 6 | 1 | 1578 | -21 | -4 | 7 | 1 | 4 | 0
C=CCC(c1ccccc1)N(C(C)=O)c1ccco1 (stereo not given) | -7 | -6 | 0.9 | 1682 | -9 | 2 | 4 | 1 | 6 | -3
COc1ccc(OCc2n[nH]c(=S)n2Cc2ccco2)cc1 | -2 | 0 | 0.8 | 1549 | 8 | 4 | 12 | 1 | 20 | 1
O=c1c2ccccc2ncn1CCOc1ccccc1[N+](=O)[O-] | 4 | 5 | 1.1 | 1224 | -10 | -2 | 4 | 1 | -5 | -5
Cc1ccc(-c2nnn(CC(=O)N(c3cnc4ccccc4c3)C(C(=O)NC3CCCC3)c3ccncc3)n2)o1 (stereo not given) | -8 | -9 | 0.9 | 1389 | -13 | -2 | 3 | 1 | 6 | -4
CCOc1ccc(-n2c(SCC)nc3c(c2=O)SCC3)cc1 | -7 | -4 | 0.9 | 1511 | -11 | -1 | -3 | 1 | 7 | -5
Cc1cc2cc(C)c(SCC(=O)NCc3ccco3)nc2cc1C | -5 | -3 | 0.9 | 1490 | -4 | 0 | 4 | 1 | 12 | 0
COC(=O)Cn1cnc2sc(C)c(S(=O)(=O)N3CCC(C)CC3)c2c1=O | 1 | 1 | 1 | 1669 | -10 | 3 | 0 | 1 | 0 | 0
CC1CCOC(c2coc3ccccc3c2=O)O1 (stereo not given) | -11 | 13 | 1.1 | 1678 | -7 | 1 | 5 | 1.1 | -10 | -5
O=C(Cc1cccs1)N/N=C/C(Cl)=C/c1ccccc1 | 1 | 2 | 0.8 | 1430 | -10 | 8 | 0 | 1 | 23 | -2
CC(=O)c1ccc(-n2nncc2C)cc1 | 4 | 3 | 0.9 | 1819 | -4 | 0 | 5 | 1.1 | 9 | -5
CCOc1cc(/C=N/NC(=O)Cc2ccc(C(F)(F)F)cc2[N+](=O)[O-])c(Br)cc1OC | 1 | 9 | 1 | 1709 | -5 | 3 | 9 | 1 | 2 | 2
CCOc1ccccc1N1CCN(Cc2cccc(OC)c2O)CC1 | 3 | -1 | 0.9 | 1317 | -2 | -5 | -10 | 1.1 | 8 | -10
O=C(CN(C(=O)c1ccc(Cl)cc1)N1C(=O)C2C3C=CC(C3)C2C1=O)c1cccs1 (stereo not given) | -2 | -2 | 1.1 | 1408 | -3 | -1 | -1 | 1 | -8 | -3
Cc1cc(C(F)F)n2ncc(C(=O)N3CCC(C(N)=O)CC3)c2n1 | -9 | 5 | 1 | 1717 | -12 | 11 | 5 | 1 | -4 | -2
C/C(CC(=O)Nc1ccc(Cl)cc1)=N\NC(=O)C(=O)N1CCCCC1 | -4 | 8 | 1 | 1562 | -6 | 8 | 0 | 1 | 5 | -3
CCc1ccc(OCCOCC(O)CNC(C)CC)cc1 (stereo not given) | -3 | 6 | 1 | 1641 | -6 | 4 | 2 | 1 | 2 | 3
CCc1ccc(NC(=O)C2CC(=O)Nc3ncnn32)cc1 (stereo not given) | -1 | 4 | 1 | 1652 | -11 | 1 | 1 | 1 | -5 | -2
CCCn1c(Nc2ccccc2C)nc2ccccc21 | -1 | 3 | 0.9 | 1433 | -9 | -12 | 0 | 1 | 8 | -4
CCOC(=O)c1ccc(NCn2c(=O)oc3ccccc32)cc1 | -6 | 2 | 0.9 | 1593 | -12 | 7 | 3 | 1 | 15 | -3

Reformatted: 3 of the compounds above
CCc1ccc(OCCOCC(O)CNC(C)CC)cc1 (stereo not given)
  HMGR II inh: -3 | PPARg SRC-1 ag: 6 | bIAP act: 1 | SRC2 TRFRET art: 1641 | TNAP inh noacc: -6 | PPARg SRC3 recr: 4 | PPARg SRC2 recr: 2 | TNAP act hiacc: 1 | bIAP inhibitor: 2 | TNAP inh hiacc: 3
CCc1ccc(NC(=O)C2CC(=O)Nc3ncnn32)cc1 (stereo not given)
  HMGR II inh: -1 | PPARg SRC-1 ag: 4 | bIAP act: 1 | SRC2 TRFRET art: 1652 | TNAP inh noacc: -11 | PPARg SRC3 recr: 1 | PPARg SRC2 recr: 1 | TNAP act hiacc: 1 | bIAP inhibitor: -5 | TNAP inh hiacc: -2
CCOC(=O)c1ccc(NCn2c(=O)oc3ccccc32)cc1
  HMGR II inh: -6 | PPARg SRC-1 ag: 2 | bIAP act: 0.9 | SRC2 TRFRET art: 1593 | TNAP inh noacc: -12 | PPARg SRC3 recr: 7 | PPARg SRC2 recr: 3 | TNAP act hiacc: 1 | bIAP inhibitor: 15 | TNAP inh hiacc: -3

Screens deposited in PubChem by several laboratories.
